# Screening results from PubChem.
# PTHR1 agonist – PTHR1 (human) receptor agonism. Q03431. HEK293 GP2 PTHR1 cells, GloSensor cAMP luminescence, 1 h. Potency, µM (doses to about 115 µM), inactives show at the top dose activation, usual class: activators. 0.075% of 410,000 active; note: nearly all actives have a fitted effect of over 55% in size; some results filed as inactive show a strong effect at the top dose; inactives centre near -15; many of its hits are not listed in these tables
#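 HEK-293-derived GP2 cells expressing PTHR1 and a GloSensor cAMP reporter, 3,000/well, plated overnight, given luciferin plus IBMX (each 0.5 mM as added) for 1 h at 37 °C, then compound for 1 h at 37 °C. Luminescence was read after 15 min at room temperature.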
# EPAC2 antag – EPAC2 (human) antagonism. Potency, µM (titrated, usually from 114 µM), without a hit: at the highest dose activity, negative = inhibition, actives largely listed as inhibitors. 0.18% of 360,000 active. EPAC2 GEF exchange of Rap1B-BODIPY-GDP, fluorescence; note: % is set by controls: 0 for no effect and ±100 for the full control effect; nearly all actives have a fitted effect of over 45% in size; many of its hits are not listed in these tables
# FUS yeast rescue – FUS proteinopathy suppression in yeast | S. cerevisiae FUS-expressing, growth rescue, OD600, 24 h | Potency, µM (highest dose often 76.6 µM), for the others: at the top dose growth rescue (activation), most hits filed as activators | 0.24% of 390,000 active | AID 1347120;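 note: plate controls were DMSO vehicle for no effect and reference control for full effect; nearly all actives have a fitted effect of over 55% in size; some results filed as inactive show a strong effect at the top dose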
#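 S. cerevisiae expressing FUS from galactose induction served as the toxicity model. Growth after 24hr at 30C, read as absorbance at 600 nm, indicates suppression of toxicity; compounds dosed at several concentrations.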
# aSyn rescue – rescues yeast growth from alpha-synuclein toxicity; AID 652106; 0.14% of 370,000 active; Potency, µM (titrated, usually from 46.1 µM), inactives show top-dose growth rescue (activation), usual class: activators; Yeast expressing alpha-synuclein, growth rescue, BacTiter-Glo, 24 h; note: % of control where 0% means no effect; nearly all actives have a fitted effect of over 65% in size
#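 Readout is rescue of growth in alpha-synuclein-expressing yeast, so inhibitors of toxicity appear as activators. Growth after 24 hr at 30 deg C in galactose medium is quantified by luminescence.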
# EPAC1 ag – EPAC1 (human) agonism | O95398 | 0.073% of 360,000 active | EPAC1 agonist qHTS, biochemical assay; response scale: 100% = response to 6.5 mM cAMP | Potency, µM (highest dose often 154 µM), inactives show at the highest dose activation, usual class: activators | AID 720707; note: nearly all actives have a fitted effect of over 60% in size
# Target sequence (O95398 whole entry, looked up): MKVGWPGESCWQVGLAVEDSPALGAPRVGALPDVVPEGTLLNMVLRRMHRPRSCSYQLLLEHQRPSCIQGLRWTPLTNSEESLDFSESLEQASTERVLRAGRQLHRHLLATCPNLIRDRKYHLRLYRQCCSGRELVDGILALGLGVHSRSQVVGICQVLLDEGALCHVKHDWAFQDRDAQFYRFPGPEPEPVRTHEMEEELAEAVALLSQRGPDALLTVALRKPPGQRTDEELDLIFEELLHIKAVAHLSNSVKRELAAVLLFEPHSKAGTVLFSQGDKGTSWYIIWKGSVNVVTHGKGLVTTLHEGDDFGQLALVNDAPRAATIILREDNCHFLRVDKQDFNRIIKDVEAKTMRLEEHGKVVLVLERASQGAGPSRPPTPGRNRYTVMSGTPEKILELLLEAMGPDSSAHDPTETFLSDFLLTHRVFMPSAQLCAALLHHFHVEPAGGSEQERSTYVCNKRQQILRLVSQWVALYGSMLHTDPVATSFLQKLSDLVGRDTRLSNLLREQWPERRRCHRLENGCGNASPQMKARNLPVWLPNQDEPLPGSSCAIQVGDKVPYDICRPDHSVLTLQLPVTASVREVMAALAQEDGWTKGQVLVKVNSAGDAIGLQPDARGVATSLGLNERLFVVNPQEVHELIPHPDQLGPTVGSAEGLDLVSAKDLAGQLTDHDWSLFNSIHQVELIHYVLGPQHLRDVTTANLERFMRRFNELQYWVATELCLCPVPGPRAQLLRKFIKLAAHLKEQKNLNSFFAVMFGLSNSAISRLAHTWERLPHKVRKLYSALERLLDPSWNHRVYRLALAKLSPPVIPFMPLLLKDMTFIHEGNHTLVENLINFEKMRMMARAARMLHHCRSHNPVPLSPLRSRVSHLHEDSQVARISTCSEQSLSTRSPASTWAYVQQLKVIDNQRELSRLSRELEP
#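 Nucleotide exchange assay: 100 nM EPAC1 with 250 nM Rap1B loaded with BODIPY-GDP and 50 uM GDP, room temperature. Fluorescence (480/540 nm) read every 5 min for 30 min; signal change normalized to 6.5 mM cAMP as full agonist.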
# EPAC2 ag – agonists of human EPAC2 (RAPGEF4); EPAC2 activation, biochemical qHTS; response scale: 100% = 6.5 mM cAMP response; Potency, µM (doses to about 154 µM), for inactives: at the top dose activation, actives largely listed as activators; 0.079% of 360,000 active; AID 720711; note: nearly all actives have a fitted effect of over 50% in size
#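 Nucleotide exchange monitored as fluorescence drop when BODIPY-GDP leaves Rap1B. Reaction: 100 nM EPAC2, 250 nM RAP1B-BODIPY-GDP, 50 uM GDP, room temperature, kinetic read over 30 min. Activity expressed relative to 6.5 mM cAMP.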
# TDP43 rescue – rescues yeast growth from TDP-43 toxicity; 1.8% of 410,000 active; AID 652104; Potency, µM (highest dose often 46.1 µM), without a hit: at the highest dose growth rescue (activation), hits mostly activators; TDP-43 expressing yeast growth rescue, BacTiter-Glo, 24 h; note: % of control where 0% means no effect; nearly all actives have a fitted effect of over 50% in size
#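 In this qHTS, compounds that restore growth of yeast expressing TDP-43 appear as activators. Cells (OD600=0.02, galactose medium, raffinose-pregrown) are incubated with compound 24 hr at 30 deg C and growth is quantified by BacTiter-Glo.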
# EPAC1 antagonist – blocks human EPAC1 exchange factor; O95398; EPAC1 GEF assay, Rap1b-BODIPY-GDP exchange fluorescence; Potency, µM (doses to about 115 µM), without a hit: at the highest dose activity change, negative = inhibition, actives largely listed as inhibitors; 0.14% of 360,000 active; AID 720709;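 note: plate controls were vehicle for no effect and positive control for full effect; nearly all actives have a fitted effect of over 50% in size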
# * marks the source's active call; other numbers are inactive results; i = inactive; ? = inconclusive; . = no result given; [ ] = dose if it differs, or a comment. Calls come from the whole dose curve; as a rule, active = well fitted curve in the direction sought with a large enough effect; inconclusive = small, poorly fitted or top-dose-only effect, or another doubt; inactive = no such curve, though single readings can be large; an effect the other way counts as inactive or inconclusive. Potency is the fitted concentration of half-maximal effect. Not all compounds are listed; the hit share may differ from the screen's.
1	COc1ccc(Br)c(C(=O)Nc2ccc(F)cc2)c1
2	CCCCCCN1C[C@H](O)[C@@H](n2cc(C3CC3)nn2)C[C@@H]1c1ccccc1
3	CC(c1ccco1)N(C(=O)COc1ccc(Cl)cc1)c1ccccn1 (centres undefined)
4	O=C(N=Nc1c(O)[nH]c2ccccc12)c1ccc2c(c1)OCO2
5	CCOC(=O)c1c(-c2ccc(C)o2)csc1NC(=S)NC(=O)c1ccccc1Br
6	Nc1nn(-c2cccc(F)n2)cc1-c1ccc(Cl)cc1
7	CC(=O)Nc1cccc(NC(=O)CCNC(=O)c2ccccc2)c1
8	O=C(CSc1nc2nn(-c3ccccc3)c(=O)c-2c2n1CCCCC2)NCCc1ccccc1
9	CCCn1c(SCC(=O)NC(C)c2ccccc2)n[nH]c1=O (centres undefined)
10	O=C(c1ccc(Cl)cc1)c1cnc(Nc2ccccc2Cl)s1
Assay by compound	1	2	3	4	5	6	7	8	9	10
PTHR1 agonist	i	-17%	i	i	-11%	-50%[inhibitor]	i	-11%	-3%	-36%[inhibitor][57.5 µM]
EPAC2 antag	-20%	-3%	1%	0%	0%	3%	1%	-4%	-1%	-3%
FUS yeast rescue	-2%	-3%	9%	-20%	38%	13%	24%	10%	3%	36%
aSyn rescue	-3%	7%	1%	-14%	24%	-9%	-8%	2%	-2%	-9%
EPAC1 ag	-2%	-7%	1%	-5%	26%	9%	14%	3%	5%	5%
EPAC2 ag	9%	4%	-1%	5%	15%	14%	8%	1%	12%	4%
TDP43 rescue	-6%[1.82 µM]	10%	9%	-4%	-3%	4%	?	15%	2%	?
EPAC1 antagonist	-28%	-14%	-3%	-4%	2%	-26%	-14%	-3%	0%	7%

11	O=C(C1=NN[C@@H]2C(=O)N(c3ccccc3C(F)(F)F)C(=O)[C@H]12)c1cnccn1
12	O=C(NCCc1ccc(C(F)(F)F)cc1)C1CC(=O)N(Cc2ccccc2)C1 (centres undefined)
13	CC(C)CCN1CC(C(=O)NCc2ccccc2)CC1=O (centres undefined)
14	COCCCNCC1C(Oc2ccc(Cl)cc2)C(=O)N1c1ccccc1C (centres undefined)
15	C=CCn1c(C(c2ccccc2)c2ccccc2)n[nH]c1=S
16	Cc1ccc(Cl)c(NC(=O)CN2CCNC(=O)C2)c1Cl
17	CC(=O)c1cccc(CN2CCC(CO)(Cc3ccccc3)CC2)c1
18	NC(=O)CN1CCN(C2CC(=O)N(CCc3ccccc3)C2=O)CC1 (centres undefined)
19	CCOC(=O)C1=C(CC)Nc2ccccc2N=C1NC(=O)c1ccc(OC)c(S(=O)(=O)N2CCOCC2)c1
20	Cc1c(O)ccc(C(=O)CN2CCN(Cc3ccccc3)CC2)c1O
Assay by compound	11	12	13	14	15	16	17	18	19	20
PTHR1 agonist	i	-24%	-6%[57.5 µM]	i	i	i	18%	15%	i	11%
EPAC2 antag	19%	1%	-4%	-2%	-2%	-8%	1%	-8%	4%	21%
FUS yeast rescue	4%	15%	25%	10%	.	0%	-19%	6%	34%	-14%
aSyn rescue	14%	-1%	0%	1%	19%	2%	-6%	-11%	-8%	0%
EPAC1 ag	-5%	-6%	5%	-3%	-1%	0%	6%	-1%	2%	-8%
EPAC2 ag	3%	-1%	9%	4%	8%	-2%	3%	3%	10%	9%
TDP43 rescue	10%	2%	-19%	16%	7%	18%[9.22 µM]	5%	-22%[9.22 µM]	0%	-2%
EPAC1 antagonist	3%	-14%	-4%	-29%	-9%	-22%	3%	-11%	-17%	-18%

21	CC(C)(C)n1nnnc1C(c1ccccc1)N1CCN(CCN2CCOCC2)CC1 (centres undefined)
22	O=C1C(Cl)=C(Nc2ccccc2O)C(=O)N1c1ccccc1
23	O=C(CSc1nnc(-c2ccccc2)o1)Oc1ccc(Br)cc1
24	C/C(=N\NC(=O)c1cc(C)oc1C)c1ccc2c(c1)OCO2
25	Cc1ccnc(NC(=O)C(Cc2ccccc2)NC(=O)c2ccccc2)c1 (centres undefined)
26	NC(=O)c1ccc(NC(=O)COC(=O)/C=C/c2cccs2)cc1
27	Cc1ccc(-c2ccc(/C=N\NC(=O)C3C(=O)NCC3c3ccccc3)o2)cc1Cl (centres undefined)
28	CCN1CCN(c2cc(C)c3cc(NC(=S)N4CCN(c5ccccc5)CC4)ccc3n2)CC1
29	O=c1c2ccccc2sc2ccc(Cl)cc12
30	CC1(C(=O)NS(=O)(=O)c2ccc(Cl)cc2)CCN1C(=O)Cc1ccc(Cl)cc1Cl (centres undefined)
Assay by compound	21	22	23	24	25	26	27	28	29	30
PTHR1 agonist	-21%	-14%[57.5 µM]	i	i	i	-9%	-1%[57.5 µM]	i	i	?
EPAC2 antag	1%	2%	4%	17%	8%	12%	-1%	-1%	7%	-18%
FUS yeast rescue	0%	32%	2%	-21%	-22%	-4%	?	14%	-18%	1%
aSyn rescue	-1%	-1%	2%	1%	10%	-5%	6%	1%	3%	-2%
EPAC1 ag	5%	1%	0%	1%	-11%	-3%	5%	0%	5%	0%
EPAC2 ag	0%	-3%	11%	-5%	-4%	4%	11%	2%	17%	4%
TDP43 rescue	?	35µM*	-12%	-12%	2%	-10%[9.22 µM]	-10%	3%	16%	18%
EPAC1 antagonist	1%	-2%	8%	17%	-21%	-4%	-6%	-4%	5%	5%

# Ordered by formula weight (descending): some entries from above
21	CC(C)(C)n1nnnc1C(c1ccccc1)N1CCN(CCN2CCOCC2)CC1 (centres undefined)
22	O=C1C(Cl)=C(Nc2ccccc2O)C(=O)N1c1ccccc1
29	O=c1c2ccccc2sc2ccc(Cl)cc12
Assay by compound	21	22	29
PTHR1 agonist	-21%	-14%[57.5 µM]	i
EPAC2 antag	1%	2%	7%
FUS yeast rescue	0%	32%	-18%
aSyn rescue	-1%	-1%	3%
EPAC1 ag	5%	1%	5%
EPAC2 ag	0%	-3%	17%
TDP43 rescue	?	35µM*	16%
EPAC1 antagonist	1%	-2%	5%

# The list goes on:
31	CCCN(CCC)S(=O)(=O)c1ccc(C(=O)O)cc1
32	Cc1ccnc(NC(=O)CNC(=O)c2ccc3c(c2)OCO3)c1
33	CCn1c(SCC(=O)Nc2cc(C)on2)nnc1-c1ccc(C)cc1
34	CCN(CC)c1ccc(C(=O)OCc2c(C)noc2C)cc1
35	Cc1ccc(C(C)c2c(C)c([N+](=O)[O-])cc(C)c2[N+](=O)[O-])cn1 (centres undefined)
36	CCOc1cc(S(=O)(=O)NCc2ccccc2)ccc1Br
37	Nc1ncnc2c1nc(Sc1ccc(Cl)cc1)n2[C@@H]1O[C@@H]2COP(=O)(O)O[C@H]2[C@H]1O
38	CCOC(=O)c1c(-c2ccc(C)cc2C)csc1NC(=O)CSc1nnnn1C
39	COc1cccc(C2C(C(=O)c3sc(C)nc3C)=C(O)C(=O)N2CCN2CCOCC2)c1 (centres undefined)
40	O=c1oc2ccccc2c(N2CCCCC2)c1CN1CCCCC1
Assay by compound	31	32	33	34	35	36	37	38	39	40
PTHR1 agonist	-20%	-7%	-15%	-16%	-28%	i	-22%	-6%[57.5 µM]	i	-67%[inhibitor]
EPAC2 antag	-2%	-4%	-1%	-14%	12%	?	2.8µM*	-2%	6%	-1%
FUS yeast rescue	-13%	-11%	13%	18%	1%	11%	-31%	32%	-15%	.
aSyn rescue	4%	0%	-11%	5%	2%	7%	-12%	8%	-8%	4%
EPAC1 ag	0%	3%	9%	4%	1%	2%	?	-2%	-1%	-3%
EPAC2 ag	4%	7%	6%	8%	22%	3%	?	17%	-4%	-1%
TDP43 rescue	0%	-2%	-1%	20%	-18%	10%	-1%	-10%	18%	-31%[inhibitor]
EPAC1 antagonist	-6%	-5%	28%	-14%	-6%	-5%	?	-13%	4%	-4%

41	CNC[C@@H]1Oc2ccc(NS(=O)(=O)c3ccc(OC)cc3)cc2CC(=O)N([C@H](C)CO)C[C@@H]1C
42	CCc1ccc(C(=O)CSc2nnc(C3CC3)n2C2CC2)cc1
43	CCc1ccc2c(COC(=O)c3n[nH]c4ccccc34)cc(=O)oc2c1
44	COc1cc(CNCCc2ccc(S(N)(=O)=O)cc2)ccc1OCC(=O)NC(C)(C)C
45	C=C(C)C(=O)Nc1cccc(C2=NOC3(C2)C[C@@H](C(N)=O)N(C(=O)CC(c2ccccc2)c2ccccc2)C3)c1 (some centres undefined)
46	Cc1cc(C(=O)N2CCCC(N3CCN(c4cccc(C(F)(F)F)c4)CC3)C2)c(C)o1 (centres undefined)
47	Cn1c(CCC(=O)Nc2ccc(F)cc2)nc2cc(S(=O)(=O)N3CCOCC3)ccc21
48	COc1ccc(C(C(=O)Nc2ccc(C(C)C)cc2)N(C)C(=O)c2ccc(=O)[nH]c2)cc1 (centres undefined)
49	Cc1onc(-c2c(Cl)cccc2Cl)c1C(=O)ONC(=O)c1cc(C(F)(F)F)cc(C(F)(F)F)c1
50	O=C(c1cccnc1)N1CCN(S(=O)(=O)c2ccc3ccccc3c2)CC1
51	CCOCCCNC(=O)C(NC(=O)c1ccc(NC(C)=O)cc1)c1ccc(Cl)cc1 (centres undefined)
Assay by compound	41	42	43	44	45	46	47	48	49	50	51
PTHR1 agonist	-16%	-6%	-24%[57.5 µM]	-7%	i	i	-18%	-10%	i	-7%[57.5 µM]	22%
EPAC2 antag	3%	-3%	15%	-1%	-14%	-3%	8%	-15%	-19%	-4%[57.1 µM]	-8%
FUS yeast rescue	18%	.	8%	-10%	39%	1%	0%	?	-23%	11%	20%
aSyn rescue	-6%	3%	-3%	-9%	1%	7%	0%	-1%	2%	0%	-2%
EPAC1 ag	7%	7%	-1%	7%	2%	-9%	9%	-1%	-6%	5%	-14%
EPAC2 ag	3%	-12%	9%	-8%	1%	-3%	1%	-7%	-6%	7%	0%
TDP43 rescue	27%	21%	-11%	7%	20%	20%	-15%	11%	?	6%	-5%
EPAC1 antagonist	1%	9%	1%	2%	-17%	12%	-7%	-23%	-1%	5%	-30%

# Along the list, as entered above.
# TDP43 rescue, nos. 1 to 10, in order: -6%[1.82 µM], 10%, 9%, -4%, -3%, 4%, ?, 15%, 2%, ?
# EPAC2 antag, nos. 1 to 10, in order: -20%, -3%, 1%, 0%, 0%, 3%, 1%, -4%, -1%, -3%
# EPAC1 antagonist, nos. 1 to 10, in order: -28%, -14%, -3%, -4%, 2%, -26%, -14%, -3%, 0%, 7%
